CCHF vOTU inh – CCHFV vOTU protease inhibition; Pep-AMC fluorescence; inhibition, % at 11.5 µM; 0.55% of 370,000 active; AID 651958; in the data active = inhibition above about 30%; also: 0% = vehicle wells with enzyme and 100% = no enzyme wells
PrPC surface inh – cell surface PrPC inhibition, primary TR-FRET screen. TR-FRET read-out. 0.43% of 370,000 active. inhibition, % at 13.8 µM; in the data active = inhibition above about 24%; also: 0% = median of the test wells and 100% = reference compound wells
PriA SSB inh – inhibitors of Klebsiella pneumoniae PriA binding to SSB C-terminal tail; AlphaScreen SSBct-PriA binding, biotinylated peptide; inhibition, % at 33 µM; 0.6% of 430,000 active; in the data active = inhibition mostly above about 37%, no sharp cut-off; inactive = mostly below about 20%;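 also: plate controls were negative control peptide for no effect and reference peptide for full effect; strong numbers were not always called active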
MazF activator – activators of E. coli MazEF toxin-antitoxin RNase; P0AE70; FAM/BHQ RNA-DNA oligo cleavage fluorescence, 5 h; activation, % at 20 µM; 0.32% of 350,000 active; AID 504720; in the data active = activation above about 50%
Target sequence (P0AE70 whole entry, looked up): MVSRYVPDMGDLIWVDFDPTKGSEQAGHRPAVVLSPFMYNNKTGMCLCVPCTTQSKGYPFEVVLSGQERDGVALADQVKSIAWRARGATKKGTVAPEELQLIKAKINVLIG
VHR inh abs – DUSP3 (human) phosphatase inhibition; P51452; recombinant VHR phosphatase, pNPP absorbance; inhibition, % at 13.3 µM; 0.52% of 290,000 active; in the data active = inhibition above about 50%; also: some compounds called inactive have numbers as strong as hits
Target sequence (P51452 whole entry, looked up): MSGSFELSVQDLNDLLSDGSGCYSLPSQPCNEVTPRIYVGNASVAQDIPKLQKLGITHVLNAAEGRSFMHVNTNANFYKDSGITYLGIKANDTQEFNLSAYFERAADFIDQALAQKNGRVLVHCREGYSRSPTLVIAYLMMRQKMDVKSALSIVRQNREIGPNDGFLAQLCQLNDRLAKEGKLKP
BoNT A protease – inhibitors of Botulinum neurotoxin A light chain protease | 0.17% of 360,000 active | inhibition, % at 10 µM | AID 588499 | multiplex microsphere protease substrate cleavage, flow cytometry; also: plate controls were buffer without enzyme for full effect and enzyme alone for no effect
Rv3671c inh – inhibits the M. tuberculosis serine protease Rv3671c; P9WHR9; inhibition, % at 5.96 µM; 0.048% of 320,000 active; AID 2606; in the data active = inhibition above about 38%;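 also: extracellular domain of Rv3671c used as enzyme; 0% = enzyme with DMSO and 100% = no enzyme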
Target sequence (P9WHR9 whole entry, looked up, the tested form may be a part): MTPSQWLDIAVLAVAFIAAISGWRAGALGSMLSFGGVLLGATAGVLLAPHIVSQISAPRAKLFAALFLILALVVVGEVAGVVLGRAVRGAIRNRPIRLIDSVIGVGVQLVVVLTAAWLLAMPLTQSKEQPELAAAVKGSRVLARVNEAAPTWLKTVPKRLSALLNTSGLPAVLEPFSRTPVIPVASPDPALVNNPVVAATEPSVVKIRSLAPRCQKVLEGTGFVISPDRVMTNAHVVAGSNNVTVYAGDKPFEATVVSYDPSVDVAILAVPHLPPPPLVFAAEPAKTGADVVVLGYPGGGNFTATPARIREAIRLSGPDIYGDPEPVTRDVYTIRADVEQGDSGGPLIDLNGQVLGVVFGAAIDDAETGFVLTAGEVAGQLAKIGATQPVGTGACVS
Anthrax LF prot – anthrax lethal factor protease inhibition; P15917; multiplex microsphere protease cleavage assay, LF; inhibition, % at 10 µM; 0.12% of 360,000 active; AID 588501; also: plate controls were buffer without enzyme for full effect and enzyme alone for no effect
BoNT-F LC inh – BoNT F light chain protease inhibition; Multiplex microsphere protease cleavage assay, flow cytometry; inhibition, % at 10 µM; 0.22% of 360,000 active; AID 588497; in the data active = inhibition above about 35%, passing the limit was not always enough; inconclusive = no clear call, values can overlap the other calls; also: plate controls were buffer without enzyme for full effect and enzyme alone for no effect
SARS 3CLpro inh – SARS-CoV 3CLpro protease inhibition. recombinant SARS-CoV 3CLpro, quenched FRET peptide cleavage. inhibition, % at 6 µM. 0.14% of 290,000 active; in the data active = inhibition above about 12%
Starred values were filed as active, the others as inactive; i = inactive; ? = inconclusive; nt = no result given. Rule as the data show it, unless noted: active = inhibition above about 30%; inconclusive = no clear call, values can overlap the other calls; inactive = below that. Some of the compounds tested; the hit share may differ from the screen's.

Values run as follows: CCHF vOTU inh	PrPC surface inh	PriA SSB inh	MazF activator	VHR inh abs	BoNT A protease	Rv3671c inh	Anthrax LF prot	BoNT-F LC inh	SARS 3CLpro inh
1	CN(C(=O)c1cccc(NC(=O)Cc2ccc(NC(=O)C3CCN(C(=O)C4CCCC4)CC3)cc2)c1)C1CCCCC1
 : 1	0	3	6	nt	-0.1	nt	-6	-5	nt
2	Cc1cc(NC(=O)CSc2ccc(-c3ccc4c(c3)OCO4)nn2)no1
 : -10	2	nt	nt	37	nt	-3	nt	nt	6
3	C/C(CC(=O)Nc1ccc(Cl)c(Cl)c1)=N\NC(=O)Cc1ccccc1
 : -11	0	nt	-1	-7	0.0	-42	-1	-2	7
4	Cc1ccnc(Nc2cccnc2)n1
 : 8	-6	nt	nt	nt	-0.4	nt	-8	-9	nt
5	C[C@]12CCC3C(CC[C@H]4C[C@@H](O)CC[C@]34C)C1C[C@H](Br)[C@@H]2O (some centres undefined)
 : -16	-3	nt	nt	nt	-0.6	-3	-14	5	nt
6	c1ccc(Oc2ccc(-c3ccnc4nc(N5CCN(c6ccccc6)CC5)nn34)cc2)cc1
 : -1	-4	-12	-11	29	0.7	-5	-12	4	0
7	O=C(CSc1nnc2c(n1)[nH]c1ccccc12)Nc1ccc2c(c1)OCO2
 : -2	-2	-14	8	-6	?	-7	-3	0	-4
8	COC(=O)c1ccc(N2CCN(c3ccccc3)CC2)nc1
 : -4	-1	-17	3	-1	-0.8	-7	-2	-14	-1
9	COc1ccc(S(=O)(=O)N(C)c2ccc(C(=O)N3CCC(C(N)=O)CC3)cc2)cc1
 : 1	1	-20	1	0	0.7	3	-3	-6	2
10	NNC(=O)C1C(O)CCC2CN3CCc4c([nH]c5ccccc45)C3CC21 (centres undefined)
 : -7	-20	-7	6	nt	-0.6	nt	-1	-4	nt
11	COc1ccc(NC(=O)CSc2c(C)n[nH]c2C)cc1
 : -1	1	-15	-11	-23	-1.4	0	0	-14	0
12	CCNC(=O)CC1C(=O)N(c2ccccc2)C(=O)N1CCOC (centres undefined)
 : -2	2	-13	-12	-11	-2.0	2	4	19	-2
13	Cc1ccc(/C=C2\C(=O)NC(=O)N(CCc3ccc(F)cc3)C2=O)o1
 : -2	-5	-22	-4	-32	-0.9	0	-2	-12	-1
14	CC(C)(C)c1ccc(OC(=O)c2ccccc2)cc1
 : 12	9	6	4	32	-0.1	-1	10	6	1
15	CCOC(=O)c1c(NC(=S)Nc2cccnc2)sc(C)c1C
 : -2	3	1	8	2	-0.3	1	-3	-4	3
16	COc1ccc(/C(=N/Nc2ncnc3ccccc23)C(=O)O)cc1
 : -8	7	nt	1	10	-2.0	-1	-18	10	-6
17	COc1cc(/C=N/NC(=O)CC2(C)OCCCO2)ccc1OCc1ccccc1
 : -16	-13	nt	11	2	-0.5	-21	-1	-1	-5
18	COc1ccccc1NC(=O)c1nn(C)cc1Br
 : -4	5	-12	3	25	-0.1	1	-1	10	1
19	COc1cc(OC)c(OC)cc1CN1CCN(C(=O)CC(C)C)CC1
 : 7	12	-27	-1	11	-4.1	0	-13	-17	-3
20	Cc1nc(-c2ccc(F)cc2)c(CC(=O)N2CCN(S(=O)(=O)c3cccc(Cl)c3)CC2)s1
 : -7	0	3	0	nt	7.3	-7	5	14	nt
21	CSc1ccc(C#N)cc1NC(=O)c1ccc(Cl)cc1
 : 14	-2	-13	8	11	-0.5	-2	-1	-2	-6
22	Cc1cc(C)c(O)c(-c2cc(C(=O)NCCc3ccc(S(N)(=O)=O)cc3)[nH]n2)c1
 : -5	1	0	11	4	-1.1	-12	-7	-8	-1
23	COC(=O)c1sccc1NC(=S)Nc1cccc(F)c1
 : -20	3	7	-2	-11	-1.0	3	-5	-6	1
24	CCn1c(-c2ccoc2C)n[nH]c1=S
 : -4	5	10	1	17	-0.6	3	-4	4	5
25	CC(C)NC(=O)c1ccccc1N(Cc1ccccc1)S(C)(=O)=O
 : -4	4	-6	-11	23	0.2	2	-3	-5	1
26	COCCCNC(=O)c1cn(CCOC)c(=O)c2c1c1ccccc1n2C
 : -38	-3	-2	2	-12	-3.0	4	-21	?	1
27	Cc1ccc(N=Nc2c(C)[nH]n(C(N)=S)c2=O)cc1
 : -12	3	-30	-21	28	-1.1	12	0	-1	3
28	CC(C1CC1)N(Cc1ccccc1)C(=O)NC(=O)c1ccccc1 (centres undefined)
 : -14	-3	-2	-1	2	-2.0	0	-4	-12	-3
29	O=C(Nc1nc(-c2cccs2)c(-c2cccs2)s1)C1CCCC1
 : 2	11	-23	6	16	2.4	nt	-1	-6	3
30	CCCOc1ccc(C(=O)NNC(=S)NC(C)=O)cc1
 : -6	0	0	3	15	nt	7	nt	nt	-5
31	CC(=O)Nc1ccc(C(C)=NNC(=O)C2CCCC2)cc1
 : 1	9	nt	nt	nt	-0.4	nt	-1	-7	nt
32	COc1cc(C(=O)NCc2ccco2)cc(OC)c1OC
 : -18	-2	-20	5	-15	1.1	1	-1	23	-6
33	Cc1ccsc1C(=O)C1CCCN(CCO)C1 (centres undefined)
 : -5	-9	4	-6	-5	0.1	-8	-2	-5	0
34	COc1ccc(N2CCN(S(=O)(=O)c3cnc[nH]3)CC2)cc1
 : -1	4	-14	1	20	-1.0	-9	-4	-5	6
35	COC(=O)CN1C2=NCCCN2c2ccccc21
 : 4	-4	-14	8	-22	0.6	8	-5	0	4
36	CCN(CC)C1CCN(C(=O)c2ccc(OC3CCN(Cc4ccccn4)CC3)cc2)C1 (centres undefined)
 : -3	0	-8	4	24	0.3	-9	-1	-3	-1
37	Cc1cc(C)cc(NC(=O)CSc2nc3[nH]ncc3c(=O)[nH]2)c1
 : 3	6	13	-5	-3	-0.6	-10	2	-10	2
38	CN(C(=O)CSc1n[nH]c(-c2cccs2)n1)C1CCS(=O)(=O)C1 (centres undefined)
 : 4	-5	-9	2	nt	-4.4	0	-5	-4	nt
39	O=C(CCn1nnc2ccccc2c1=O)N[C@@H](Cc1c[nH]c2ccccc12)C(=O)O
 : -1	-9	-14	0	21	-1.0	-1	-6	-1	-1
40	COc1ccc(C2OC(=O)CC2C(=O)NC2CCCCCC2)cc1OC (centres undefined)
 : 1	2	-3	-16	26	-5.7	4	-2	-7	6

3 records drawn at random from the list so far:
Values run as follows: CCHF vOTU inh	PrPC surface inh	PriA SSB inh	MazF activator	VHR inh abs	BoNT A protease	Rv3671c inh	Anthrax LF prot	BoNT-F LC inh	SARS 3CLpro inh
24	CCn1c(-c2ccoc2C)n[nH]c1=S
 : -4	5	10	1	17	-0.6	3	-4	4	5
12	CCNC(=O)CC1C(=O)N(c2ccccc2)C(=O)N1CCOC (centres undefined)
 : -2	2	-13	-12	-11	-2.0	2	4	19	-2
10	NNC(=O)C1C(O)CCC2CN3CCc4c([nH]c5ccccc45)C3CC21 (centres undefined)
 : -7	-20	-7	6	nt	-0.6	nt	-1	-4	nt

Continued:
Values run as follows: CCHF vOTU inh	PrPC surface inh	PriA SSB inh	MazF activator	VHR inh abs	BoNT A protease	Rv3671c inh	Anthrax LF prot	BoNT-F LC inh	SARS 3CLpro inh
41	Cc1cccc(C)c1NC(=O)CNC(=O)CCCc1c[nH]c2ccccc12
 : -2	8	-7	0	nt	-2.1	1	-1	?	nt
42	CCCC1Cc2c(sc3nc(SC)nc(N)c23)CO1 (centres undefined)
 : -5	-3	6	1	21	-0.8	-3	-4	2	2
43	COc1ccc(NC(=O)c2cc3c(CO)cnc(C)c3oc2=Nc2cccc(F)c2)c(OC)c1
 : -10	-1	-7	46	22	0.2	-9	-3	-9	-7
44	CCCCNC(=O)N(O)C1N(/N=C/c2cccnc2)C(=S)SC1(C)C (centres undefined)
 : -7	4	i	-10	-5	?	1	-6	nt	-3
45	C=CCn1c(SCC(=O)NC23CC4CC(CC(C4)C2)C3)nc(O)cc1=O
 : 9	-2	-9	1	36	-0.4	-10	-2	-8	-5
46	CC(Sc1nnc(N)s1)C(=O)Nc1ccc(N2CCOCC2)cc1 (centres undefined)
 : -2	-3	-6	9	25	1.7	-2	-3	-5	4
47	O=C(C[N+]1(CC#Cc2ccccc2)CCCCC1)c1ccc(Cl)cc1
 : 1	1	-4	-2	14	0.1	-6	-2	-2	1
48	CC1(C)CC(N=Cc2c(O)n(Cc3ccc4c(c3)OCO4)c(=O)c3ccccc23)CC(C)(C)N1
 : 7	-16	4	10	2	-1.3	9	-9	-7	1
49	COC(=O)c1ccccc1NC(=O)Cn1cnc2cc(C)c(C)cc21
 : 7	13	12	1	4	0.0	-3	-2	-10	-1
50	Nc1ccnn1Cc1ccncc1
 : 1	-3	-12	2	-1	-0.7	-1	-5	-6	0
51	CCCCCN(C(=O)CCC(=O)OCC(=O)NCc1cccc(OC)c1)c1c(N)n(CCCC)c(=O)[nH]c1=O
 : -1	-7	-1	0	-4	-0.3	0	-4	-5	3
52	Cc1cc(S(=O)(=O)N2c3ccc(F)cc3CCC2C)ccc1-n1cnnn1 (centres undefined)
 : -1	-2	-6	-14	-4	3.8	-2	9	10	6
53	Cc1ccc(C2=[N+]([O-])C(C)N(O)C2(C)C)o1 (centres undefined)
 : 1	-8	-13	1	25	-0.1	-10	0	-3	-1
54	Cc1c(C)c2cc(Cl)c(OCC(=O)N3CCN(c4ccc(F)cc4)CC3)cc2oc1=O
 : -4	2	-9	4	7	-0.6	-4	-3	1	2
55	COc1ccc(N2C(=O)[C@@H]3[C@H](C2=O)[C@H]2c4ccccc4C=CN2[C@@H]3C(=O)Nc2ccccc2)cc1
 : 9	8	2	-71	8	2.8	-43	-3	2	0
56	Cc1cccnc1Sc1c([N+](=O)[O-])ncn1C
 : 2	-9	-8	8	12	1.1	6	-5	-1	5
57	CCCCC(=O)N(C)c1c(CC)nc2c(OCC3CCCCC3)cccn12
 : 21	31*	nt	nt	nt	-0.8	nt	-2	-5	nt
58	CCN1CCN(c2c(Cl)cccc2NC(=O)c2ccc([N+](=O)[O-])cc2)CC1
 : 9	-8	-1	-1	18	-1.7	2	2	-10	-1
59	COC(=O)C1CCN(C(=O)C2CCN(C(=O)[C@@H](NS(=O)(=O)c3ccc(C)cc3)C(C)C)CC2)CC1
 : -8	2	-6	8	-4	-0.7	9	-17	1	-1
60	CC(=O)c1ccc(N(C(=O)c2ccco2)C(C(=O)NC2CCCC2)c2ccc(N3CCOCC3)cc2)cc1 (centres undefined)
 : -6	1	-4	-17	9	-0.4	-4	1	-3	4
61	CC(=O)Nc1ccc(S(=O)(=O)N(C)c2ccc(OCC(=O)OCC(=O)N3CCCCC3)cc2)cc1
 : -2	4	-4	6	6	-0.8	-1	-9	-4	8
62	Cc1ccc(-n2c(SCC(=O)NC3CCS(=O)(=O)C3)nc3ccccc3c2=O)cc1 (centres undefined)
 : -6	1	-29	13	24	0.4	8	0	-1	4

Screens: PubChem BioAssay, several laboratories
